Screens (PubChem BioAssay)
Large T inhibition: TAg ATPase/helicase activity blockers – biochemical (AID 1903); SV40 large T antigen ATPase/helicase inhibition assay; higher % means a stronger effect; one-dose inhibition, % at 20 µM; IC50 in µM for titrated hits; 0.39% of 310,000 active; in the data active = a potency from the dose series; also: strong numbers were not always called active
NTR1 ag: agonists of NTR1, primary screen, imaging, U2OS cells, beta-arrestin-GFP, high content (AID 493036); activation, % at 20 µM; P30989; NTR1-U2OS beta-arrestin-GFP spot imaging, agonist mode; 0.17% of 330,000 active;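 active = activation at or above 40% of the spot to cytoplasm intensity ratio, with at least 20 cells analyzed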;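 also: 0% = DMSO without peptide and 100% = 100 nM NTR1 peptide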
Target sequence (P30989 whole entry, looked up): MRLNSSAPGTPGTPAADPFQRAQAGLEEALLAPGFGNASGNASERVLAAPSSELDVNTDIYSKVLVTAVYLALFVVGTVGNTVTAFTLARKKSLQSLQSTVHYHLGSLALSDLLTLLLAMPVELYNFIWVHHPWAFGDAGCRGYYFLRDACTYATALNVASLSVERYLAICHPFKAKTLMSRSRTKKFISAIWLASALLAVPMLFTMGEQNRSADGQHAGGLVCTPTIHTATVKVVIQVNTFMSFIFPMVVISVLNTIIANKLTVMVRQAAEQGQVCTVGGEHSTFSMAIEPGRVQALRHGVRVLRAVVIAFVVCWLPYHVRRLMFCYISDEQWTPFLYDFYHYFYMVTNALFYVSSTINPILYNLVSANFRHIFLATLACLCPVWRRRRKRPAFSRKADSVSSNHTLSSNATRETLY
NS5 inhibitors: flavivirus cap methylation enzyme inhibition – biochemical, confirmation dose response, primary screen (AID 588689) | Dengue-2 NS5 methyltransferase capping enzyme assay, biochemical; higher % means a stronger effect | inhibition, % at 25 µM; hits with a dose series show IC50 in µM | 0.3% of 340,000 active; in the data active = a potency from the dose series
Rac1 GTP hydrolysis: MgcRacGAP GTPase-activating activity inhibitors, confirmation, biochemical, ADP Hunter fluorescence | one-dose inhibition, % at 30 µM; IC50 in µM for titrated hits | 0.6% of 340,000 active | MgcRacGAP-stimulated Rac1 GTP hydrolysis, ADP Hunter fluorescence; higher % means a stronger effect; GST-tagged Rac1 F28L mutant substrate | AID 624330;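 active = first-screen hits whose inhibition reached a set limit at any dose in the follow-up dose series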;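 also: fluorescence reports GDP produced by GAP-driven GTP hydrolysis; strong numbers were not always called active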
GPR35 antagonists: inhibition of zaprinast-stimulated GPR35 beta-arrestin translocation – imaging, U2OS, beta-arrestin-GFP, zaprinast agonist, primary screen (AID 2058); one-dose inhibition, % at 10 µM; IC50 in µM for titrated hits; 0.052% of 290,000 active; U2OS GPR35 beta-arrestin-GFP translocation imaging, zaprinast antagonism; higher % means a stronger effect;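 active = inhibition of at least 50% with at least 30 cells and total cytoplasm GFP at most 10,000,000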
Yfh1-off respiration: mitochondrial function rescue without frataxin homolog – Friedreich's ataxia, plus single-dose screen, dose response (AID 1465); S. cerevisiae Yfh1-off respiration, WST-1 reduction, 72 h; higher fold induction means a stronger effect; fold induction at 50 µM; hits with a dose series show EC50 in µM; 0.074% of 220,000 active;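 active = fold induction of absorbance versus untreated yeast above a set limit, then at least 30% activation at any dose in follow-up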;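 also: activators that raise dye reduction in frataxin-depleted yeast; strong numbers were not always called active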
AID2073: inhibitors of Mint1-CaV2.2 protein interaction, biochemical, HTRF (AID 2073); HTRF protein-protein interaction, Mint1-CaV2.2; higher % means a stronger effect; one-dose inhibition, % at 20 µM; IC50 in µM for titrated hits; 0.19% of 290,000 active; in the data active = inhibition mostly above about 51%, no sharp cut-off; also: some results filed as inactive read as strong as hits
GPR55 activation: GPR55 agonists via beta-arrestin recruitment, primary screen, imaging, U2OS cells, beta-arrestin-GFP redistribution (AID 1961); 0.048% of 290,000 active; activation, % at 10 µM; hits with a dose series show EC50 in µM; U2OS GPR55 beta-arrestin-GFP redistribution imaging; higher % means a stronger effect;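 active = activation above 40% with more than 50 cells counted in the well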;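 also: U2OS osteosarcoma cells stably expressing GPR55 and beta-arrestin-GFP; plate controls were DMSO negative control for no effect and LPI positive control for full effect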
GPR55 antagonists: inhibition of LPI-stimulated GPR55 beta-arrestin translocation – imaging, U2OS, beta-arrestin-GFP, LPI agonist, primary screen (AID 2013); U2OS GPR55 beta-arrestin-GFP translocation imaging, LPI antagonism; higher % means a stronger effect; inhibition, % at 10 µM, or IC50 in µM where a hit was titrated; 0.13% of 290,000 active;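 active = spots per cell inhibited over 60%, with over 100 cells counted and total cytoplasm intensity under 500,000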;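 also: U2OS cells stably carrying GPR55 and arrestin-GFP stimulated by 5 µM LPI near EC80; imaged beta-arrestin-GFP aggregate spots per cell after agonist stimulation; plate controls were LPI-stimulated DMSO wells for no effect and DMSO wells without LPI for full effect; some results filed as inactive read as strong as hits; confirmed hits need IC50 under 10 µM and bright autofluorescent wells are also inconclusive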
NTR1 ag cell count 20 µM: also measured in NTR1 ag; calls as there; cell count; measured here: cell count, cytotoxicity flag
NS5 inhibitors pilot replicate: recorded beside NS5 inhibitors, whose call it bears; inhibition, %; measured here: pilot screen replicate inhibition
Starred values were filed as active, the others as inactive; i = inactive; nt = not tested or not shown.

SMILES | Large T inhibition | NTR1 ag | NTR1 ag cell count 20 µM | NS5 inhibitors | Rac1 GTP hydrolysis | GPR35 antagonists | Yfh1-off respiration | AID2073 | GPR55 activation | GPR55 antagonists | others
S=c1[nH]nc(-c2ccccc2Cl)n1Cc1ccccc1 | 24.4% | 0.6 | 51 | -7.4% | 6.8% | -11.5% | i | 5.2% | -0.2% | 1.0%
O=C(Nc1nc(-c2cc3ccccc3o2)cs1)c1ccc(S(=O)(=O)N2CCCC2)cc1 | -1.3% | 5.0 | 86 | 0.0% | 0.1% | -2.4% | i | 5.9% | -0.1% | 7.1%
Cc1ccc2c(ccc[n+]2CC(=O)c2ccccc2)c1 | -1.8% | -0.8 | 49 | -3.9% | 0.7% | -10.4% | i | 7.5% | 0.7% | 16.7%
O=C(Nc1cccnc1)c1ccc(-c2ccc(Cl)cc2)o1 | 9.2% | 1.3 | 34 | 0.7% | 0.9% | -8.5% | i | 21.5% | -0.7% | 5.6%
O=C(NCc1ccccc1)c1ccc(-c2ccc(F)cc2)o1 | 1.7% | 2.1 | 56 | -1.4% | 11.0% | 1.8% | i | 9.3% | -0.1% | -0.3%
NNC(=S)Nc1cc(S(=O)(=O)N2CCOCC2)ccc1N1CCOCC1 | 25.4% | 2.2 | 68 | 0.0% | 3.7% | -3.2% | i | -2.2% | 0.1% | -9.0%
CCn1cc(C(=O)O)c(=O)c2cc(F)c(N3CCN(C(=S)NC(=O)c4ccccc4C)CC3)cc21 | 12.8% | 2.6 | 76 | -9.3% | 9.2% | -14.4% | i | 9.3% | -0.1% | 14.3%
Cn1c(CN2CCC(C(N)=O)CC2)c(C#N)c2ccccc21 | 2.8% | 1.5 | 87 | 5.7% | 1.4% | 4.0% | i | 3.7% | -0.4% | 3.3%
Cc1ccc(S(=O)(=O)N2CCC(=O)N(C(COCc3cccc(C(F)(F)F)c3)C(C)C)CC2)cc1 (stereo unspecified) | -33.9% | 26.2 | 93 | -1.7% | 7.6% | -4.5% | i | 7.6% | -0.1% | 0.9%
CCCCn1c(=O)[nH]c(=O)c2c1nc(-c1ccccc1OC(F)F)n2C | 9.6% | 3.1 | 32 | -8.9% | 2.1% | -2.7% | nt | 1.5% | 0.6% | 9.2%
CC(=O)Oc1ccccc1/C=C/c1nc2ccccc2c(=O)o1 | 22.7% | -0.1 | 106 | -7.8% | 6.5% | 0.6% | nt | 15.1% | -0.2% | 4.9%
O=C(/C=C/c1ccc([N+](=O)[O-])s1)N1CCCCC1 | -1.8% | -0.4 | 29 | 2.3% | 6.0% | 4.7% | i | -0.5% | 0.0% | -2.7%
N/C(COc1ncn(-c2ccccc2)n1)=N\S(=O)(=O)c1ccccc1 | 7.0% | -0.5 | 79 | -0.9% | 7.2% | -3.1% | i | 5.5% | -0.1% | -3.7%
CN(C)CCNc1c2c(nc3ccccc13)CCC2 | 4.2% | 1.7 | 56 | 4.2% | 29.4% | 3.2% | nt | 3.9% | -0.2% | 0.1%
COC(=O)Cn1c(=O)c(=O)n(CC(=O)OC)c2ccccc21 | 3.5% | -0.5 | 51 | -2.3% | 4.1% | -11.8% | i | 4.3% | -0.4% | -0.4%
CCN(C(=O)CC(C)C)c1nnc(Cn2nnc3ccccc32)s1 | 2.8% | 0.0 | 83 | 0.7% | 2.6% | -13.2% | i | -10.0% | -0.4% | 6.1%
O=C(NC(=S)Nc1ccccc1N1CCCCC1)c1cccs1 | 8.9% | 35.2 | 34 | 2.2% | 5.6% | -5.9% | i | -6.9% | 0.2% | 3.2%
CN(CC(=O)Nn1cnnc1)S(=O)(=O)c1ccc(Br)cc1 | 0.3% | -0.2 | 78 | -0.7% | 8.6% | 0.4% | i | -1.3% | -0.2% | -3.1%
O=C(COc1ccccc1)N1CCN=C1SCc1ccccc1F | 10.9% | 0.1 | 76 | -10.2% | -6.7% | -7.2% | i | -16.3% | -0.3% | 5.2%
CN(Cc1ccc(Cl)cc1Cl)C(=O)c1cccc(S(=O)(=O)N2CCN(c3ccccc3)CC2)c1 | 10.6% | 1.3 | 59 | 2.2% | 14.1% | nt | nt | nt | nt | nt
Cc1ccc(-n2ccc(=O)c(C(=O)Nc3ccc(S(=O)(=O)Nc4nccs4)cc3)n2)cc1 | 10.8% | -0.6 | 49 | -5.9% | 3.7% | -6.2% | nt | 2.6% | -0.1% | 1.3%
O=S(=O)(c1ccccc1)N1CCCC1c1cccs1 (stereo unspecified) | 8.3% | 0.1 | 49 | 3.8% | -0.6% | 1.9% | i | 6.0% | 0.5% | 4.9%
Cc1ccc(C(=O)N/C(=C/c2ccc(C(C)C)cc2)C(=O)NCCCN2CCOCC2)cc1 | 5.3% | -0.1 | 51 | nt | nt | 2.7% | i | -3.5% | 0.3% | 22.2%
CCOC(=O)c1c(C)[nH]c(C)c1C(=O)COC(=O)CNC(=O)c1ccc(OCC)cc1 | 3.8% | -1.8 | 85 | -8.0% | 5.3% | -6.7% | i | 14.4% | -0.2% | -1.6%
CCSc1ccccc1C(=O)NCc1ccco1 | 19.4% | -0.8 | 77 | -5.5% | 5.9% | 2.1% | i | 7.0% | -0.1% | 1.2% | NS5 inhibitors pilot replicate=0.5
CCc1nnc(NC(=O)c2cc(-c3ccncc3)nc3ccccc23)s1 | 6.7% | 0.3 | 84 | 1.7% | 3.6% | 19.8% | i | 7.1% | 0.3% | 17.1%
CCCCCCC(C)NC(=S)Nc1cc(S(=O)(=O)N(C)C)ccc1C (stereo unspecified) | 9.3% | 10.9 | 70 | -9.7% | 11.4% | -1.7% | i | -3.8% | -0.3% | 2.9%
CC(=O)C1=C(O)C(=O)N(c2ccc(Br)cn2)C1c1ccccc1F (stereo unspecified) | 7.2% | 0.4 | 48 | -4.8% | 9.6% | 2.4% | i | 1.8% | -0.1% | -1.6%
C=CCN1CCN(C(=O)c2ccc(-c3ccccc3)cc2)CC1 | 2.0% | -0.7 | 71 | -2.0% | -12.4% | 18.2% | nt | -3.4% | -0.1% | -8.1% | NS5 inhibitors pilot replicate=2.7
O=C(O)/C=C/C(=O)OC1CC2CCC1C2 (stereo unspecified) | 23.1% | 1.0 | 59 | -3.1% | -2.1% | -10.0% | i | 1.2% | -0.3% | -3.6%
O=C(Oc1ccc(/C=N/Nc2nc(N3CCCCC3)nc(N3CCCCC3)n2)cc1)c1ccco1 | 4.5% | 8.5 | 24 | -3.9% | 8.9% | 9.2% | i | 9.9% | 0.2% | -5.4%
COC(=O)/C=C1/SC(=Nc2ccc(C)cc2C)NC1=O | -3.0% | 2.3 | 44 | -1.4% | 5.5% | 5.7% | nt | 0.9% | -0.1% | 2.6%
O=C(Nc1ccc(F)cc1)C1CCCN1S(=O)(=O)c1ccc(Br)cc1 (stereo unspecified) | 21.3% | 0.5 | 61 | 2.6% | 4.0% | 1.3% | nt | -3.8% | -0.1% | 13.2%
FC(F)(F)c1cnc(Oc2cccc3ccccc23)c(Cl)c1 | 5.2% | -0.5 | 58 | -1.4% | 4.6% | 0.2% | i | 2.5% | -0.2% | -8.7%
Cc1nc(N2CCN(C(c3ccccc3)c3ccccc3)CC2)nc2c1C(=O)CCC2 | nt | nt | nt | nt | nt | -0.7% | nt | 7.6% | 0.1% | 3.8%
O=C(c1ccc(Cl)cc1)c1ccc(Oc2cc(NN3CCCCC3)c([N+](=O)[O-])cc2[N+](=O)[O-])cc1 | 6.8% | -2.2 | 91 | 5.0% | 3.8% | 10.4% | nt | 8.1% | 0.3% | -0.4%
COc1ccc2c(c1)c(=O)oc1cc(OCC(=O)NC3CCCCC3)ccc12 | -1.0% | 5.3 | 71 | 0.6% | 4.2% | -9.1% | i | 46.2% | -0.2% | 14.3%
CC(=O)NCC1CCCN(Cc2cn(-c3ccccc3)nc2-c2ccc3c(c2)OCO3)C1 (stereo unspecified) | 8.2% | -0.7 | 47 | -4.4% | -2.8% | 16.4% | i | 4.0% | 0.4% | 12.0%
CCOC(=O)N1C(=O)C2(CCCCC2)N(c2ccccc2Cl)C1=S | 6.2% | 7.9 | 63 | -2.9% | 12.0% | -6.5% | i | 2.8% | -0.3% | 0.8%
CCN1CCN(c2ccc(NC(=O)CCc3c(C)nc4c(-c5ccc(F)cc5)c(C)nn4c3C)cc2)CC1 | 9.1% | 3.8 | 90 | -8.0% | 16.1% | 26.6% | i | 1.4% | 0.0% | 2.2%
O=C(NCCC1=CCCCC1)C1CCN(Cc2cnn(-c3ccccc3)c2-n2cccc2)CC1 | 16.0% | 1.4 | 33 | 2.2% | 8.1% | -0.7% | i | -5.0% | 0.3% | 5.1%
COc1cccc(-n2c(=O)n(Cc3ccccc3)c(=O)c3[nH]cnc32)c1 | 5.4% | 2.0 | 54 | -9.3% | -2.2% | -4.7% | i | -5.9% | -0.2% | -15.9%
CC(C(=O)O)N1C(=O)c2ccccc2C1=O (stereo unspecified) | 11.0% | 0.4 | 95 | 0.8% | 11.6% | -11.6% | i | -2.0% | -0.1% | 7.7%
O=C(c1ccccc1)N1CCN=C1c1ccccc1 | 7.2% | 4.9 | 71 | -3.2% | 8.6% | -9.9% | i | -1.7% | -0.4% | 2.6%
CC(=O)Nc1ccc(C(=O)N2CC(=O)NC(=O)C2)cc1 | 7.5% | -1.0 | 50 | -9.2% | 6.8% | -4.3% | i | 4.7% | 0.2% | 2.6%
Cc1nc(-c2cccs2)ccc1C(=O)O | 3.2% | 2.1 | 65 | -1.5% | 8.6% | -0.7% | i | -1.1% | -0.5% | 5.6%
COc1ccc2c(c1)CCc1c(C(=O)NCc3ccc(Cl)cc3)noc1-2 | 5.1% | 6.4 | 52 | 3.1% | 1.9% | -4.3% | i | -6.3% | 0.0% | 4.3%
Nc1[nH]ncc1-c1ccc(Cl)cc1 | 14.1% | 1.0 | 72 | -3.7% | 2.7% | 0.8% | i | 18.6% | 0.6% | 2.4%
COc1ccc(C(OC(=O)c2ccco2)C(=O)NC2CCCCC2)cc1OC (stereo unspecified) | 4.3% | 3.2 | 81 | -8.6% | -1.4% | 4.8% | i | 5.9% | -0.3% | 15.6%
Cc1cccc(N(C(=O)c2ccco2)C(C(=O)NC2CCCC2)c2ccco2)c1C (stereo unspecified) | nt | -1.0 | 39 | 0.8% | 1.6% | -4.5% | nt | 4.8% | -0.1% | 9.2%

Looked up by structure from above:
SMILES | Large T inhibition | NTR1 ag | NTR1 ag cell count 20 µM | NS5 inhibitors | Rac1 GTP hydrolysis | GPR35 antagonists | Yfh1-off respiration | AID2073 | GPR55 activation | GPR55 antagonists | others
CCN1CCN(c2ccc(NC(=O)CCc3c(C)nc4c(-c5ccc(F)cc5)c(C)nn4c3C)cc2)CC1 | 9.1% | 3.8 | 90 | -8.0% | 16.1% | 26.6% | i | 1.4% | 0.0% | 2.2%
CC(C(=O)O)N1C(=O)c2ccccc2C1=O (stereo unspecified) | 11.0% | 0.4 | 95 | 0.8% | 11.6% | -11.6% | i | -2.0% | -0.1% | 7.7%
